APEX1 inh – blocks human APE1 abasic DNA cleavage | P27695 | recombinant APE1, TAMRA/BHQ-2 abasic DNA cleavage fluorescence | Potency, µM (highest dose often 65.8 µM), inactives show at the top dose activity change, negative = inhibition, actives largely listed as inhibitors | 0.35% of 350,000 active;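 note: potency is the fitted concentration of half-maximal effect; plate controls were vehicle for no effect and reference inhibitor for full effect; nearly all actives have a fitted effect of over 55% in size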
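Measures dequenching upon AP-site incision of a 5'-TAMRA/3'-BHQ-2 THF-containing duplex, 50 nM; human APE1 0.75 nM after 15 min room-temperature exposure to compound; kinetic three-point read at one-minute spacing.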
ERG-DNA inh – inhibitors of human ERG Ets domain-DNA interaction; fluorescence polarization, His-ERG Ets domain / labelled DNA; 0.028% of 370,000 active; AID 624246; Potency, µM (highest dose often 76.9 µM), for inactives: at the highest dose FP activity, negative = inhibition, hits mostly inhibitors; P11308; active = well fitted inhibition curve with a large enough effect in the polarisation, with a control signal flat; inconclusive = small, poorly fitted or top-dose-only effect, or effect the other way, or a change in a side signal; inactive = no such curve, though single readings can be large or run the other way; the % refers to the polarisation;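 note: polarization taken with two DNA probes labelled with fluorescein and Texas red; potency is the fitted concentration of half-maximal effect; % of control where 0% means no effect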
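His-tagged ERG Ets domain (1 uM in the protein solution; 300mM KCl, 50mM Tris-HCl, 1mM EDTA, 1mM DTT, pH 7.5) received compound, then a probe mix of 5 nM fluorescein-DNA and 100nM Texas-615-DNA. Fluorescence polarization was read for both dyes.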
Apoferritin bind – candidate novel general anesthetic via apoferritin binding; P02791; apoferritin/1-aminoanthracene competitive binding, fluorescence; 0.074% of 350,000 active; Potency, µM (doses to about 77.5 µM), for the others: at the highest dose activity change, negative = displacement, most hits filed as inhibitors; AID 485281; note: potency is the fitted concentration of half-maximal effect; % is set by controls: 0 for no effect and ±100 for the full control effect; nearly all actives have a fitted effect of over 20% in size
Target sequence (P02791 2-175 limits assumed): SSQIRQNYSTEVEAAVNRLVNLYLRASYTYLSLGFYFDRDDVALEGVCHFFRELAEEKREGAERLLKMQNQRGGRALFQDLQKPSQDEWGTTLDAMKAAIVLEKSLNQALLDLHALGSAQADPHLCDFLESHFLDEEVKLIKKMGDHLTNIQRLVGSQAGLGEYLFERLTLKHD
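Probe: 1-aminoanthracene (50% saturated, PBS). Protein: horse-spleen apoferritin, 10 uM. Incubation: 10 min, room temperature. Detection: 380 nm excitation, 535 nm emission. Analysis: normalized response, four-parameter Hill.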
LDHA inh – inhibitors of human lactate dehydrogenase A. P00338. purified LDHA, NADH/diaphorase-resazurin fluorescence; active compounds read low. activity change, % (values are at about 110 or 230 µM). 0.15% of 480,000 active. AID 1347041; in the data active = activity change below about -30%; inconclusive = mostly about -25% to -30%;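 note: plate controls were DMSO wells for no effect and wells without enzyme for full effect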
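LDH5 2 nM; NADH 0.06 mM, pyruvate 0.2 mM; 200 mM Tris pH 7.4, EDTA, Tween-20; 5 min RT. Detection: diaphorase 0.133 mg/mL + resazurin 37 µM, fluorescence ex540/em590 at 0 and 20 min; normalized to enzyme-free and DMSO wells.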
POLH inh – DNA polymerase eta (human) inhibition; Q9Y253; recombinant Pol eta, fluorescent DNA replication assay; Potency, µM (doses to about 114 µM), inactives show at the top dose activity change, negative = inhibition, most hits filed as inhibitors; 1.2% of 390,000 active; note: potency is the fitted concentration of half-maximal effect; % is set by controls: 0 for no effect and ±100 for the full control effect
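Fluorescent replication assay: 50 nM final substrate added after a 15 min room-temperature compound preincubation with 10 nM enzyme. Signal taken at 0 min and again at 10 min.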
Pol beta inh – blocks human DNA polymerase beta activity. P06746. Potency, µM (top dose mostly 114 µM), inactives show top-dose activity change, negative = inhibition, actives largely listed as inhibitors. 1.3% of 340,000 active. Pol beta primer extension/strand displacement, fluorescence kinetic; note: potency is the fitted concentration of half-maximal effect; % is set by controls: 0 for no effect and ±100 for the full control effect
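Enzyme-only controls used 10 nM Pol beta; buffer lacking enzyme served as negative control. Compound preincubated 15 min, then 50 nM substrate added; 0 and 10 min reads at room temperature.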
RGS4 inhibitor – inhibitors of human regulator of G protein signaling 4 | P49798 | Potency, µM (titrated, usually from 114 µM), without a hit: top-dose activity change, negative = inhibition, actives largely listed as inhibitors | Transcreener GDP fluorescence polarization, RGS4-accelerated GTP hydrolysis | 0.039% of 390,000 active | AID 504845; note: potency is the fitted concentration of half-maximal effect; % is set by controls: 0 for no effect and ±100 for the full control effect; nearly all actives have a fitted effect of over 75% in size; some results filed as inactive show a strong effect at the top dose
Target sequence (P49798 whole entry, looked up): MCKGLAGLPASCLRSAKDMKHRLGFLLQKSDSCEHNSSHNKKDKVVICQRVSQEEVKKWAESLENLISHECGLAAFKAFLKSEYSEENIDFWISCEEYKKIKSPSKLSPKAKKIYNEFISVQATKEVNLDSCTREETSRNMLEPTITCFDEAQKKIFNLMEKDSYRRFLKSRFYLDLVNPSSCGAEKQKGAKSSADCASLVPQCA
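MLSMR compounds (23 nl, pin-transferred) preincubated 10 min at room temperature with a 500nM (2x) first reagent, then RGS4 at 900nM (2x) plus Transcreener GDP mix added; fluorescence polarization (620/688 nm) read before and after 90 min at 30 °C.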
POLK inh – DNA polymerase kappa (human) inhibition. purified Pol kappa, fluorescent DNA synthesis assay, 10 min. 0.53% of 400,000 active. Potency, µM (doses to about 107 µM), without a hit: at the highest dose activity, negative = inhibition, hits mostly inhibitors. AID 588579; note: potency is the fitted concentration of half-maximal effect; % is set by controls: 0 for no effect and ±100 for the full control effect
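10 nM Pol kappa was preincubated with compounds for 15 min at room temperature. Reaction started with 50 nM (final) substrate. Fluorescence read kinetically at 0 and 10 min.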
12-LOX inh – ALOX12 (human) lipoxygenase inhibition; Potency, µM (series often up to 108 µM), inactives show at the top dose activity change, negative = inhibition, usual class: inhibitors; P18054; 1.1% of 580,000 active; AID 1671190; purified 12hLO, xylenol orange hydroperoxide absorbance; note: potency is the fitted concentration of half-maximal effect; % is set by controls: 0 for no effect and ±100 for the full control effect
Target sequence (P18054 whole entry, looked up): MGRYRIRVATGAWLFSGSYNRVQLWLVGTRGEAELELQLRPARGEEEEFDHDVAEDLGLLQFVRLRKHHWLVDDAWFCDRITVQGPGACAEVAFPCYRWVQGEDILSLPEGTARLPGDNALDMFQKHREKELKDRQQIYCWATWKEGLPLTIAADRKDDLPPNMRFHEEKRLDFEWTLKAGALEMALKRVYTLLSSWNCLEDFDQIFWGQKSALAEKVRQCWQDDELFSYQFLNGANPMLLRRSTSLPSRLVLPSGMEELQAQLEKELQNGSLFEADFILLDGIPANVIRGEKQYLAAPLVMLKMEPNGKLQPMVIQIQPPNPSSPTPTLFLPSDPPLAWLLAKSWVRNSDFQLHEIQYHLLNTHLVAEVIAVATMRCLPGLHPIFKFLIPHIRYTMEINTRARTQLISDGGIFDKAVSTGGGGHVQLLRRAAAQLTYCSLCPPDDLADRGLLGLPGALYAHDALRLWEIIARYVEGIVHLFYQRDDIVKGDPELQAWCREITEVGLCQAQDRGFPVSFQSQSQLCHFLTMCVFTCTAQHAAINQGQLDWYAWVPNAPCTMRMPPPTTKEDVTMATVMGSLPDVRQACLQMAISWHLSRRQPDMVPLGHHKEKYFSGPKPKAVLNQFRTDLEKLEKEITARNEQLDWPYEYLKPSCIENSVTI
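Purified human 12hLO (150 nM final) in 25 mM Hepes, 0.01% Triton X-100, pH 7.0 was preincubated 15 min at room temperature with compound. Then 40 uM arachidonic acid was added, 30 min. Hydroperoxide was read by Fe-XO absorbance ratio 573/405 nm.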
* marks the source's active call; other numbers are inactive results; ? = inconclusive; nt = no result given; & = joins results of further samples; [ ] = dose if it differs, or a comment. Unless noted, calls come from the whole dose curve; as a rule, active = well fitted curve in the direction sought with a large enough effect; inconclusive = small, poorly fitted or top-dose-only effect, or another doubt; inactive = no such curve, though single readings can be large; an effect the other way counts as inactive or inconclusive.

compound | APEX1 inh | ERG-DNA inh | Apoferritin bind | LDHA inh | POLH inh | Pol beta inh | RGS4 inhibitor | POLK inh | 12-LOX inh
CCc1nnc(NC(=O)CSc2nnc(-c3ccco3)n2CCOC)s1 | -3.9% | -8.2% | -8.6% | -8.5 | -12.5% | 3.6% | -6.0% | -7.2% | -20.8%
Cc1cccc(-c2noc(CN(C(=O)COc3ccc(C(C)C)cc3)C(C)C)n2)c1 | nt | 2.7% | 45.0%[activator] | 3.6 | ? | 10.0% | 1.6% | -1.0% | 0.0%
COc1ccc(Oc2cccc(Cl)c2CNC(=O)CSCC(=O)O)cc1 | -1.6% | -1.8% | 2.3% | -4.2 | -6.9% | -7.1% | 6.0% | -11.2% | 57.2%[activator]
Cc1csc(=O)n1CC(=O)OCc1nnc(-c2ccccc2)o1 | -6.8% | -4.0% | nt | -5.2 | 0.9% | nt | 17.7% | -16.6% | -0.7%
CCOc1ccc(S(=O)(=O)Nc2ccc(S(=O)(=O)N3CCCCC3)cc2)cc1 | -11.5% | -3.6% | ? | 0.0 | -3.7% | 15.5% | -7.9% | -9.9% | -14.0%
C=CCC1(CC=C)CCCN1C(=O)C1CCC(=O)N(CCc2ccccc2)C1 (centres undefined) | 24.8% | 12.2% | -9.4% | -1.6 | -20.7% | 4.2% | -33.9% | -4.1% | -15.9%
Cc1ccccc1NC(=O)Cc1c(O)c2ccccc2[nH]c1=O | -0.1% | nt | -6.2% | 2.5 | 3.2% | 2.4% | 23.4% | -7.8% | -1.8%
O=C(NCC1COc2ccccc2O1)c1cccc(S(=O)(=O)N2CCN(c3ccccc3)CC2)c1 (centres undefined) | 1.9% | 19.1% | nt | -6.8&-15.9 | -8.1% | nt | -17.6% | -5.6% | -8.9%&-20.1%
Cc1cn(C)c(CC(=O)N2CCN(c3cccc(Cl)c3)CC2)c1C(=O)O | nt | -2.5% | 2.9% | -1.5 | 9.5% | 37.7% | 11.1% | 0.7%[60.1 µM] | -4.4%
CCOC(=O)c1cccc(NC(=O)CCc2nnc3ccc(N4CCOCC4)nn23)c1 | 30.2% | -5.9% | -7.3% | -1.0 | -13.9% | 14.8% | 2.9% | -5.1% | -26.7%
CC1CCN(CCc2nc3cc(NC(=O)C(C)C)ccc3n2C)CC1 | 10.2% | -1.7% | 0.1% | -0.4 | -14.2% | -3.1% | -7.7% | -11.4% | -0.7%
CC(C)[C@H](NC(=O)[C@@H]1CSC2c3ccccc3C(=O)N21)C(=O)NCC1CCCO1 (some centres undefined) | 48.1% | -6.9% | -8.9% | -1.5 | -13.4% | 14.4% | 6.6% | 11.3% | ?
COc1ccc(-n2cnnc2SCCC#N)cc1 | -1.4% | -4.4% | -9.6% | -11.3 | -8.0% | 1.3% | -11.6% | -12.8% | 0.0%
CCc1cnc2c(c1SCC(=O)Nc1ccc(OC)c(OC)c1)c(=O)n(C)c(=O)n2C | nt | 2.7% | 4.0% | -2.9 | -15.5% | 17.1% | 3.7% | -3.1%[60.1 µM] | 3.7%
COc1ccc(S(=O)(=O)Nc2ccc3c(c2)n(C)c(=O)n3C)cc1F | -6.3% | -14.5% | 28.4% | -4.4 | 7.6% | 53.1% | 6.8% | 0.5% | -19.6%
CCn1nnc2cc(C(=O)Nc3ccc(Cl)cc3C)ccc21 | nt | 2.9% | -11.6% | -6.5 | -2.7% | 9.4% | 4.4% | 0.5% | -0.8%
O=C(Cn1nc(C(F)(F)F)c2c1CCCC2)Nc1ccc(F)c(Cl)c1 | nt | 5.9% | -8.1% | -8.3 | -9.7% | 2.8% | 10.8% | -19.0% | 0.0%
Cc1ccc(F)cc1NC(=O)CSc1ncccn1 | 1.7% | -5.2% | -8.7% | -3.8 | -3.7% | -4.0% | -14.4% | 3.3% | 3.3%
C#C[C@]1(O)CC[C@H]2[C@@H]3CCC4=CC(=O)CC[C@@H]4[C@H]3CC[C@@]21C | 11.8% | 2.2% | nt | -6.6 | -3.9% | nt | 3.9% | -20.0% | 0.9%
CCCn1cc(S(=O)(=O)c2ccc(OC)cc2)c(=O)c2cc(OCC)ccc21 | -5.9% | 2.2% | -15.5% | -3.1 | -23.8% | -11.2% | 18.4%[56.9 µM] | -18.5% | 6.3%
OC1NC(=S)N(c2ccccc2)C1O (centres undefined) | -5.1% | 12.9% | 3.0% | 0.8 | -3.3% | 27.0% | -2.5% | -1.3% | 0.0%
Cc1ccc(-n2c(SCC(=O)NCC3CCCO3)nnc2-c2ccoc2C)cc1 (centres undefined) | -2.1% | -5.7% | -6.0% | 1.2 | -14.7% | 12.4% | -34.0% | -0.8% | 62.4%[activator][57.4 µM]
O=C(c1ccccc1Cl)N1CCNCC1 | 0.2% | 1.3% | -5.8% | 1.1 | -8.6% | 19.6% | 20.5% | -6.3% | 12.8%
CCCCN(C(=O)c1nn(C)c(=O)c2ccccc12)c1c(N)n(CC(C)C)c(=O)[nH]c1=O | 6.0% | 7.0% | nt | 2.1 | -13.8% | nt | -19.6% | -5.2% | 25.1%
O=C(CN(Cc1ccccc1)S(=O)(=O)c1ccc(S(=O)(=O)N2CCOCC2)cc1)Nc1ccccc1 | 2.3% | nt | -9.8% | -3.8 | -0.2% | 10.5% | 16.0% | -1.8% | -1.1%
CCN(CC)C(=O)COc1cc(C)cc2oc(=O)cc(-c3ccccc3)c12 | -8.2% | -6.5% | -17.6% | -2.3 | 1.6% | 0.2% | 6.1% | -6.4% | 6.6%
Nc1nonc1-c1nc2ccccc2n1CC(=O)N/N=C/c1ccc(-c2ccccc2C(=O)O)o1 | 4.0% | 2.9% | -7.9% | -1.7 | 31.6µM* | 15.8µM* | -16.0% | ? | -9.3%
Cc1cc(C)c(C(=O)NNC(=O)c2cccnc2)c(C)c1 | 54.1% | -3.9% | -1.0% | -2.3 | -15.8% | 2.8% | 0.9% | -12.5% | 0.8%
O=C(NCCc1ccccc1)NC1CCCCC1 | -5.4% | -2.1% | -11.2% | -18.9 | -6.5% | 3.0% | 23.1% | -8.7% | 5.6%
Cc1cc(C)cc(NC(=O)CSc2nc(N)c(NC(=O)c3cccs3)c(=O)[nH]2)c1 | 2.3% | 3.5% | -12.4% | -32.4* | -16.6% | -5.4% | -37.3% | -3.0% | ?
COc1cccc(NC(=O)COC(=O)/C=C/c2c(C)nn(-c3ccccc3)c2C)c1 | 5.0% | -0.4% | nt | -2.7 | -17.7% | nt | -1.8% | -6.4% | 356.1%[activator]
Cn1c(=O)c2c(nc(SCC(=O)NCc3ccc4c(c3)OCO4)n2Cc2ccccc2)n(C)c1=O | 0.3% | -3.1% | -4.3% | -4.7 | -4.8% | ? | -44.6% | -6.5% | 2.5%
COc1ccccc1S(=O)(=O)Nc1ccc2cn[nH]c2c1 | 3.1% | 6.2% | -9.3% | -3.8 | -0.4% | 11.3% | 7.7% | -8.2% | -12.9%
O=C(CN1CCN(S(=O)(=O)c2ccc(F)cc2)CC1)Nc1ccc(Cl)c(C(F)(F)F)c1 | -3.8% | -0.7% | -4.5% | -1.5 | -10.1% | ? | -40.9% | -11.9% | 0.0%
Cc1c(C(=O)NCc2ccccc2)sc2nc3n(c(=O)c12)CCCCC3 | nt | -2.6% | nt | -10.3 | -8.0% | -18.1% | -8.1% | -11.5% | -9.2%
Cc1ccc(-c2nc(SCC(=O)NCC3CCCO3)c(-c3ccc(Cl)cc3)[nH]2)cc1 (centres undefined) | ? | -3.4% | 3.2% | -1.7 | -11.9% | ? | -9.3% | -3.1% | 9.5%
COc1ccc(C(=O)CSc2nnc(C3CCCCC3)n2N)c(OC)c1 | 4.7% | 3.5% | -21.7% | 1.8 | ? | ? | -52.6% | -12.8% | 23.3%
COc1ccc(CNC(=O)[C@H](C)NC(=O)C2CCN(S(=O)(=O)c3ccccc3)CC2)cc1 | 51.0%[activator] | -8.5% | -5.3% | -1.1 | -13.4% | -8.3% | -8.6%[56.9 µM] | 5.3% | -2.6%
O=C(N/N=C/c1c(Nc2cccc(C(F)(F)F)c2)nc2ccccn2c1=O)c1ccccc1[N+](=O)[O-] | 24.1% | 10.3% | 8.8% | -1.2 | 1.9% | -10.8% | 0.2% | -4.9% | -12.3%
O=C(CCn1cccc1)Nc1nccs1 | -4.7% | 2.7% | ? | -10.2 | -11.5% | 12.2% | -12.0% | -1.9% | 18.9%
COC(=O)CSc1cccc2c1C(=O)CC2c1ccccc1 (centres undefined) | 28.5% | -2.1% | -7.6% | -8.4 | -13.4% | 14.9% | 4.0% | -22.4% | 1.5%
Cc1cc(C)n2nc(SCCCC(=O)c3ccc(F)cc3)nc2n1 | 1.6% | 9.4% | -2.5% | -3.4 | -6.5% | 4.5% | -21.1% | 1.5% | -10.6%
CN1CCN(c2ccc(NC(=S)NC(=O)c3cccc4ccccc34)cc2)CC1 | -6.4% | 0.1% | -2.3% | 1.6 | -24.3% | 24.9% | -50.4% | 0.7% | 28.2µM*
CCOC(=O)c1c(C)[nH]c(C)c1C(=O)COC(=O)c1nc2nccc(C)n2n1 | 9.9% | 2.7% | -1.2% | -3.8 | -19.4% | -1.2% | 5.2% | -8.0% | -2.6%

Bioassay records as filed in PubChem.

Only part of the results is shown; rates above refer to the full screens.
